Tb PFK inh: qHTS Assay to Find Inhibitors of T. brucei phosphofructokinase. Potency, µM (highest dose often 57.5 µM), for the others: at the top dose activity, negative = inhibition, actives largely listed as inhibitors. T. brucei PFK, ADP-Glo luminescence. 0.17% of 330,000 active;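 note: potency is the fitted concentration of half-maximal effect; 0% = uninhibited 1x PFK enzyme wells and -100% = no-enzyme wells; nearly all actives have a fitted effect of over 60% in size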
Target sequence (O15648 whole entry, looked up): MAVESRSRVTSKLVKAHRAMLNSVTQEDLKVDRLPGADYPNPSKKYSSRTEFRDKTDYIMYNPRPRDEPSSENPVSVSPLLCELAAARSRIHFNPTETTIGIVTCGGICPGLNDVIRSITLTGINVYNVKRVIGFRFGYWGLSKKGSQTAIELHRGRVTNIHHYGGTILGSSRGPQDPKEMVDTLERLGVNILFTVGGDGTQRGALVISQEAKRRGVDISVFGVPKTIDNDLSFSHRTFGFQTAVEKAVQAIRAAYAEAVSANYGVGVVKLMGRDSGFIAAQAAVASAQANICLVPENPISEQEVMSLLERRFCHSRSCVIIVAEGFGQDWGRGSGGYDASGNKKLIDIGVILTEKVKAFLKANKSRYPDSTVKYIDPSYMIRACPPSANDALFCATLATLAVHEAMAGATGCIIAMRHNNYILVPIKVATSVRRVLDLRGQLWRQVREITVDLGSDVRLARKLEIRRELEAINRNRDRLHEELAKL
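ADP-Glo luminescence quantified ADP after 45 min at room temperature, with 1.25 nM T. brucei PFK, 0.1 mM ATP and 0.5 mM fructose-6-phosphate in pH 8.0 TEA buffer. qHTS titrations up to 57 µM; curves classified by quality.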
Giardia kill: Small Molecules that selectively kill Giardia lamblia: qHTS. Giardia lamblia trophozoite viability. 0.15% of 340,000 active. activity change, % at 7.66 µM, hits read low; in the data active = activity change below about -80%; inconclusive = between about -30% and that limit;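 note: parasites exposed to compound for two days anaerobically before the ATP read; % is set by controls: 0 for no effect and ±100 for the full control effect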
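Compounds were tested on trophozoites seeded at 100 cells/well and held 48 hrs at 37 deg C anaerobically. An ATP-based luminescent kit measured the remaining live cells.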
FBPA coupling cs: qHTS Assay for Inhibitors of Fructose-1,6-bisphosphate Aldolase from Giardia Lamblia: Coupling assay counterscreen; AID 2472, 2010; coupling enzyme system counterscreen, AmpLite Red fluorescence; activity change, negative = inhibition, % at 58.2 µM, hits read low; 0.67% of 290,000 active; in the data active = activity change below about -30%; note: % is set by controls: 0 for no effect and ±100 for the full control effect
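First, compound is pin-transferred into glyceraldehyde-3-phosphate coupling-enzyme reagent at 57.5 uM final and held 10 min at RT. Next, substrate, coupling system and AmpLite Red are added. After 20 min RT, fluorescence (525/598 nm) is read.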
NPC1 promoter act: qHTS Assay for NPC1 Promoter Activators. AID 485313, 2010. Huh7 NPC1 promoter luciferase reporter, 24 h. 2.4% of 320,000 active. Potency, µM (top dose mostly 9.22 µM), without a hit: top-dose activation, usual class: activators;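 note: potency is the fitted concentration of half-maximal effect; % of control where 0% means no effect; nearly all actives have a fitted effect of over 60% in size; reporter is driven by a mutant NPC1 promoter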
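Luminescence read-out of NPC1 promoter-driven luciferase in stably transfected Huh7 cells; compounds delivered in DMSO and left 24 h at 37C, 5% CO2, qHTS titration format.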
FLuc modulator: qHTS profiling assay for firefly luciferase inhibitor/activator using purifed enzyme and Km concentrations of substrates (counterscreen for miR-21 project) | 6.9% of 360,000 active | purified FLuc, Km substrates, luminescence inhibition | AID 588342, 2011 | Potency, µM (doses to about 57.5 µM), inactives show at the highest dose activity change, negative = inhibition, hits mostly inhibitors;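 note: potency is the fitted concentration of half-maximal effect; plate controls were vehicle for no effect and reference inhibitor for full effect; nearly all actives have a fitted effect of over 55% in size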
Target sequence (P08659 whole entry, looked up): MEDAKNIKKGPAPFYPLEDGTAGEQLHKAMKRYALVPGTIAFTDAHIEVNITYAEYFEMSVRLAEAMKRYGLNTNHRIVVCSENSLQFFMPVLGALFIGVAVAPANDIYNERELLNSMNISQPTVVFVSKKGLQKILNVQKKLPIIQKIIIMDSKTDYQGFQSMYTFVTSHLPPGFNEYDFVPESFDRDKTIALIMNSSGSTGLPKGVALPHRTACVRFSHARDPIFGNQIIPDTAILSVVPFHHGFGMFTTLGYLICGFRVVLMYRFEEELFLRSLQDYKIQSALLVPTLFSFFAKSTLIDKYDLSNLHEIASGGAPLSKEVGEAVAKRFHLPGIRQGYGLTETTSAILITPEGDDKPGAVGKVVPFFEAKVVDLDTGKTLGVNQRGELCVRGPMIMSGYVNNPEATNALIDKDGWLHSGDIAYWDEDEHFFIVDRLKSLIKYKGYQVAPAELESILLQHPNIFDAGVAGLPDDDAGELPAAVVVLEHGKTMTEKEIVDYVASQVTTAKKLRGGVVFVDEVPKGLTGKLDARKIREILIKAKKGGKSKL
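Biochemical qHTS of compounds, final roughly 60 µM downward over six points, against 10 nM purified firefly luciferase using Km concentrations of substrates (10 uM D-luciferin, 10 uM ATP) in Tris acetate pH 7.5 buffer; luminescence output.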
VP16 counter: VP16 counterscreen qHTS for inhibitors of ROR gamma transcriptional activity | 3.5% of 310,000 active | Potency, µM (series often up to 53.6 µM), for inactives: top-dose activity, negative = inhibition, hits mostly inhibitors | Drosophila S2 Gal4-VP16 UAS-luciferase, luminescence, 20 h | AID 2546, 2010;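 note: Gal4-VP16 expression switched on by copper sulfate through the metallothionein promoter; potency is the fitted concentration of half-maximal effect; % is set by controls: 0 for no effect and ±100 for the full control effect; nearly all actives have a fitted effect of over 50% in size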
KCNH2 3.1 inh: qHTS for Inhibitors of KCHN2 3.1: Mutant qHTS | U2OS KCNH2 3.1, thallium flux FluxOr; active compounds read low | 0.95% of 340,000 active | AID 720553, 2013 | activity change, % (tested at about 1.8 µM) | Potassium voltage-gated channel subfamily H member 2, brain isoform KCNH2 3.1 (human);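 active = maximum activity change below -70%; inconclusive = maximum activity change from -70% to -50%; inactive = maximum activity change above -50%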;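 note: thallium influx rate constant from kinetic fluorescence after stimulation buffer; % is set by controls: 0 for no effect and ±100 for the full control effect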
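Thallium flux via FluxOr fluorescence (Red40 quencher, 45 min loading) in U2OS cells virally expressing the KCNH2 3.1 isoform (1.77 x 10^8 /mL virus, overnight at 37 C). Rate constants from 2-min kinetic reads post-stimulation, normalised to positive and negative controls.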
RORgamma inh: qHTS for inhibitors of ROR gamma transcriptional activity; Nuclear receptor ROR-gamma (Mus musculus), P51450; Drosophila S2 Gal4-RORgamma UAS-luciferase reporter, 20 h; Potency, µM (titrated, usually from 53.6 µM), for the others: top-dose activity change, negative = inhibition, actives largely listed as inhibitors; 5.4% of 310,000 active; AID 2551, 2010; note: potency is the fitted concentration of half-maximal effect; % is set by controls: 0 for no effect and ±100 for the full control effect; nearly all actives have a fitted effect of over 60% in size
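Compounds are pin-transferred onto Drosophila Schneider cells expressing a copper-inducible Gal4–ROR gamma transactivation domain fusion. After 1 hr, copper sulfate is added to 700 uM final; luciferase is read 20 hr later.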
uPA surface inh: qHTS for Inhibitors of Cell Surface uPA Generation. Potency, µM (doses to about 38.3 µM), for the others: at the highest dose activity change, negative = inhibition, usual class: inhibitors. AID 540303, 2011. cell surface uPA generation assay, qHTS. 0.31% of 330,000 active; active = well fitted inhibition curve with a large enough effect; inconclusive = small, poorly fitted or top-dose-only effect; inactive = no such curve, though single readings can be large or run the other way; tested in mouse RAW 264.7 cells; note: potency is the fitted concentration of half-maximal effect; % is set by controls: 0 for no effect and ±100 for the full control effect; nearly all actives have a fitted effect of over 55% in size
ELG1 genotoxic: qHTS screen for small molecules that induce genotoxicity in human embryonic kidney (HEK293T) cells expressing luciferase-tagged ELG1 | HEK293T ELG1-luciferase reporter, luminescence, 16 h | Potency, µM (highest dose often 46 µM), for the others: at the highest dose activity change, positive = activation, actives largely listed as activators | 1.3% of 330,000 active; note: potency is the fitted concentration of half-maximal effect; % of control where 0% means no effect; nearly all actives have a fitted effect of over 60% in size
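Step 1: seed 2,000 HEK293T ELG1-luciferase cells per well. Step 2: add compound or DMSO, incubate 16 hr at 37 °C. Step 3: ONE-Glo, 30 min at room temperature, read luminescence.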
Rab9 prom act: qHTS Assay for Rab9 Promoter Activators. Huh7 Rab9 promoter-luciferase reporter, luminescence, 24 h. Potency, µM (series often up to 9.22 µM), inactives show top-dose activation, negative = inhibition, usual class: activators. 2.8% of 320,000 active. AID 485297, 2010; note: potency is the fitted concentration of half-maximal effect; % of control where 0% means no effect; nearly all actives have a fitted effect of over 60% in size
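Stable Rab9-luc Huh7, 1500 cells/well, 2 h settle; cmpd in DMSO, 24 h, 37 °C/5% CO2; luciferase reagent 10 min RT; luminescence.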
* marks the source's active call; other numbers are inactive results; ? = inconclusive; . = no result given; [ ] = remark or other dose. Unless noted, calls come from the whole dose curve; as a rule, active = well fitted curve in the direction sought with a large enough effect; inconclusive = small, poorly fitted or top-dose-only effect, or another doubt; inactive = no such curve, though single readings can be large; an effect the other way counts as inactive or inconclusive.

No.	SMILES	KCNH2 3.1 inh	RORgamma inh	Rab9 prom act	Giardia kill	uPA surface inh	ELG1 genotoxic	NPC1 promoter act	VP16 counter	FLuc modulator	FBPA coupling cs	Tb PFK inh
1	CC1=C(C(=O)OCc2ccccc2)C(c2ccc(N(C)C)cc2)NC(=O)N1 (centres undefined)	-9	-7%	-1%	-5	9%	0%	-4%	-3%	2%	2	6%
2	CCSc1c(-c2ccccc2)nc2c(C)cccc2c1C(=O)O	7	9%	0%	1	11%	4%	1%	-6%	-2%	1	-2%
3	OC1(c2cccc(C(F)(F)F)c2)CCN(c2ncnc3c2[nH]c2ccc(F)cc23)CC1	-8	?	.	21	-8%	.	.	-2%	-6%	-9	.
4	Cn1nc(-c2ccc(NCCO)c([N+](=O)[O-])c2)c2ccccc2c1=O	17	-29%	-1%	-7	-7%	?	-3%	-4%	-2%	0	1%
5	CCOc1cccc(=O)c2c(C)n(CC(=O)c3ccccc3)c(C)c12	8	4%	-6%	-13	4%	-8%	-4%	12%	-2%	-3	0%
6	COC(=O)c1nn2c(C(F)(F)F)cc(-c3ccc(Br)o3)nc2c1Br	26	3%	-9%	-27	.	7%	-3%	-16%	2%	1	1%
7	COc1ccc(NC(=S)N2CCN(Cc3ccccc3)CC2)cc1	-7	11µM*	-8%	-9	-4%	7%	4%	16%[10 µM]	?	0	-3%
8	Cc1noc(C)c1NC(=O)N(C)C[C@H]1Oc2ccc(NS(=O)(=O)c3cccs3)cc2C(=O)N([C@H](C)CO)C[C@@H]1C	14	.	.	0	-2%	3%	.	.	.	.	1%
9	O=C(c1cccs1)N1CCN(C2CCN(Cc3ccccc3)CC2)CC1	-18	-19%	4%	4	0%	-4%	-1%	0%	5%	1	-7%
10	O=C(Cc1ccccc1)O/N=C1\CCCc2ccccc21	3	7%	0%	-24	-1%	2%	-3%	-3%	15µM*	-2	-1%
11	N#C/C(=C\c1c(N2CCCCCC2)nc2ccccn2c1=O)C(=O)NC1CCS(=O)(=O)C1 (centres undefined)	11	-29%	-6%	-8	0%	-3%	5%	16%	-1%	0	-3%
12	N/C(=N\OC(=O)c1ccccc1Cl)c1cccc([N+](=O)[O-])c1	12	?	0.89µM*	23	-4%	2.6µM*	1.4µM*	?	1.2µM*	1	-5%
13	CCCN(CCC)C(=O)CSc1nc2ccccc2c(=O)n1C1CCCC1	-10	46%	0%	3	-8%	-29%	0%	-8%[0.365 µM]	-1%	2	-4%
14	N#Cc1cn(Cc2ccncc2)c(=O)[nH]c1=O	-3	5%	-4%	3	3%	1%	0%	-12%	0%	-2	-1%
15	O=C(CSCc1ccc(F)cc1)Nc1ccc(N2CCOCC2)cc1N1CCOCC1	8	.	-12%	-14	-14%	3%	-1%	.	9%	.	-9%
16	O=C(O)c1ccccc1C(=O)N1N=C2/C(=C/c3cccc([N+](=O)[O-])c3)CCCC2C1c1cccc([N+](=O)[O-])c1 (centres undefined)	-9	27%	1%	3	5%	2%	0%	15%	?	4	9%
17	COC(=O)CSc1nnc(CNc2ccc(Cl)cc2)n1Cc1ccccc1	7	-17%	-5%	-5	-7%	2%	-1%	-3%	0%	0	-3%
18	O=C(Nc1ccc(F)cc1)C1CCCN1S(=O)(=O)c1ccc(Br)cc1 (centres undefined)	9	6%	7%	14	-5%	-11%	1%	-3%	3%	1	-8%
19	CC1(C)Cc2c(C#N)c(N)n(-c3ccccc3)c(=S)c2CO1	-5	8%	1%	19	-3%	-1%	-6%	3%	-1%	-17	-2%
20	O=C(Cc1ccccc1F)Nc1cccc(S(=O)(=O)N2CCOCC2)c1	17	.	.	9	-1%	-1%	.	.	.	.	3%
21	O=C(c1ccccc1)c1nn(-c2ccc(Cl)cc2)c(=O)cc1C(F)(F)F	9	?	3%	-10	-16%	-17%	-9%	?	2%	1	1%
22	COc1ccc(N2CCN(Cc3cc(=O)oc4ccc(C)cc34)CC2)cc1	3	-14%	-9%	-3	.	-3%	-2%	1%	4%	4	1%
23	COc1cc2c(cc1OC)C1O[C@](CCCCN3C(=O)c4ccccc4C3=O)(C2)OC2=C1C(=O)CC(C)(C)C2	.	28%[10 µM]	-5%[1.84 µM]	.	.	.	4%[1.84 µM]	-5%[10 µM]	3%[11.5 µM]	-12	2%[11.5 µM]
24	Cc1ccccc1NC(=O)CSCCN1C(=O)c2ccccc2C1=O	12	-1%	13%	23	4%	1%	3%	-4%	0%	-1	4%
25	COc1cccc(NC(=S)N2CCN(S(=O)(=O)c3ccc(F)cc3)CC2)c1	-15	-20%	-1%	6	0%	4%	0%	-7%	-3%	.	-2%
26	COCCCNC(=O)C(=O)NC1CCCCC1C (centres undefined)	17	5%	-2%	7	0%	1%	-2%	-5%	0%	2	0%
27	O=[N+]([O-])c1ccc(O)c(/C=N/Nc2ccccc2Cl)c1	0	?	?	-5	6%	?	1.4µM*	?	4.8µM*	5	-10%
28	COc1ccc(NC(=S)N(CCc2c(C)[nH]c3ccccc23)Cc2ccco2)cc1	-2	?	-1%	-21	12%	-3%	-1%	1%	4%	-1	11%
29	O=S(=O)(c1ccccc1)N1CCN=C1SCc1c(F)cccc1Cl	1	15%	4%	-2	?	-8%	-3%	-8%	0%	-28	0%
30	c1ccc(C2=Nn3c(nnc3-c3cccnc3)SC2)cc1	10	4%	-3%	4	.	-1%	1%	10%	4%	4	-5%
31	C[C@H](CO)N1C[C@H](C)[C@@H](CN(C)S(=O)(=O)c2ccc(F)cc2)Oc2c(NC(=O)CCC(F)(F)F)cccc2C1=O	6	.	.	4	5%	1%	.	.	.	.	-3%
32	COc1ccc(N2CCN(c3nc4c(c(=O)n(C)c(=O)n4C)n3Cc3ccccc3)CC2)cc1	1	-3%	-1%	8	-6%	-19%	-2%	-5%	0%	-3	2%
33	CCOc1ccccc1C(=O)NN1C(=O)C2CCCCC2C1=O (centres undefined)	16	14%	0%	0	7%	2%	-2%	5%	0%	0	-3%
34	N#Cc1ccc(NC(=O)Nc2ccc(Oc3ccc(NC(=O)Nc4ccc(C#N)cc4)cc3)cc2)cc1	15	?	-32%[inhibitor]	13	-8%	-25%	-16%	13µM*	-3%	-4	3%
35	O=C(CSc1ccc2ccccc2n1)N1CCC(c2noc3ccc(F)cc23)CC1	16	?	-2%	5	.	-9%	-2%	-25%	1%	2	1%
36	Cc1ccc(-c2csc(NC(=O)N3CCOCC3)n2)cc1	-18	?	16%	-4	-9%	?	5%	1%	27µM*	-1	1%
37	CN(C)c1ccc(NC(=O)CN2C(=O)c3ccccc3C2=O)cc1	5	-7%[1.91 µM]	3%	11	2%	-1%	1%	16%	?	4	3%
38	Cc1cccc(NC(=O)COC(=O)CCc2c[nH]c3ccccc23)c1	-1	.	1%	-2	-2%	-1%	-4%	.	-1%	.	0%
39	C/C(=N\Nc1ncc(Cl)cc1Cl)c1ccc(S(=O)(=O)NCc2ccco2)cc1	-4	?	?	-11	-12%	1%	?	3.2µM*	17µM*	-1	0%
40	Cc1ccc(N2CC(C(=O)Nc3nnc(SCC(=O)NCC4CCCO4)s3)CC2=O)cc1 (centres undefined)	-4	-11%	-2%	-13	-1%	0%	-8%	-1%	5%	3	1%
41	CCCn1c(CCC(=O)Nc2ccccc2Cc2ccccc2)nc2cc(S(=O)(=O)N3CCOCC3)ccc21	-8	35%	1%	7	-9%	2%	0%	-1%	0%	0	2%
42	Cc1ccc(S(=O)(=O)CCC(=O)Nc2nc(C(C)(C)C)cs2)cc1	?	?	-2%	-4	4%	-3%	-1%	-1%	1%	0	1%
43	COc1cc(/C=C2/C(=O)N(C)C(=S)N2C)ccc1OCc1cccc(F)c1	13	2%	-1%	?	-1%	?	-9%	-1%	-1%	0	0%
44	CCS(=O)(=O)c1nc(S(=O)(=O)c2ccc(Cl)cc2)c(NCCOC)s1	8	3%	1%	-24	?	-1%	0%	-13%	-2%	1	-3%
45	O=C(CN1CCOCC1)Nc1ccccc1-c1ccccc1	-7	-14%[10 µM]	-3%	-18	-3%	1%	-2%	-4%	0%	3	-2%
46	CCOC(=O)N1CCN(c2c(NC3CCN(Cc4ccccc4)CC3)c(=O)c2=O)CC1	-18	8%	-5%	-10	-3%	-2%	0%	-6%	-1%	-4	3%

High-throughput results (PubChem BioAssay)
